# High-throughput results deposited in PubChem BioAssay by National Center for Advancing Translational Sciences (NCATS).
# Epigenetic mod – qHTS Assay for Epigenetic Modulators | AID 597, 2007 | mouse C127i GFP locus derepression, cytometry, 30 h | Potency, µM (titrated, usually from 46.1 µM), without a hit: at the highest dose GFP derepression (activation) | actives 0.09% (n = 68,000); also: % of control where 0% means no effect
#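 Derepression screen: silenced CMV-GFP reporter in murine C127i cells, 30 h compound incubation at 37 C, washed cells imaged by laser-scanning cytometer to enumerate GFP-expressing objects of 20 to 120 um.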
# HADH2 inh – qHTS Assay for Inhibitors of HADH2 (Hydroxyacyl-Coenzyme A Dehydrogenase, Type II) | recombinant HADH2, NADH fluorescence, beta-hydroxybutyryl-CoA | Potency, µM (series often up to 57.1 µM), for the others: at the highest dose activity change, negative = inhibition, most hits filed as inhibitors | actives 3.4% (n = 73,000) | AID 886, 2007; also: potency is read from the fitted curve at half-maximal effect; % is scaled to controls: 0 for no effect and ±100 for the full control effect; nearly all actives have a fitted effect of over 60% in size; many of its hits are not listed in these tables
# Target sequence (Q99714 whole entry, looked up, one chain of several): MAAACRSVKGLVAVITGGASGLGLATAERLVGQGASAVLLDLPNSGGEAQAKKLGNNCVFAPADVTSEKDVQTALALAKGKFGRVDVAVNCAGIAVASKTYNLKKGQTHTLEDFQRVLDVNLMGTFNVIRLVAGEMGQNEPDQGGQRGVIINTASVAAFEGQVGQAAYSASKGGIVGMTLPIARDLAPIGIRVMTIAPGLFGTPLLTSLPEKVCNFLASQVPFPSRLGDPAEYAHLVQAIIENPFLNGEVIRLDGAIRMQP
#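 His-tagged recombinant enzyme from E. coli, 20 nM, preincubated 15 min RT with compound; reaction started with 1 mM NAD+ and 90 uM beta-hydroxybutyryl-CoA in 100 mM Tris-HCl pH 9.0. NADH fluorescence (ex 360/em 450) read over 4 min; last-minus-first difference.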
# CRE Fsk mod – Cell signaling CRE-BLA (Fsk stim); CHO CRE-bla reporter (cAMP response element driving beta-lactamase), forskolin EC10, beta-lactamase ratio; AID 662, 2007; Potency, µM (series often up to 38.2 µM), for the others: at the top dose activity change, negative = inhibition, usual class: activators; actives 2.5% (n = 71,000); active = well fitted activation curve with a large enough effect in the signal ratio, with a control signal flat, not every such curve was filed as active; inconclusive = small, poorly fitted or top-dose-only effect, or effect the other way, or a change in a side signal; the % refers to the signal ratio; also: potency is read from the fitted curve at half-maximal effect; % of control where 0% means no effect
#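 Using CellSensor CRE-bla CHO cells in Opti-MEM with 0.5% dialyzed FBS, compounds were titrated with EC10 NKH 477 for 3 h at 37 °C. CCF4 ratio (460/530 nm) gave %Activity; AC50 derived.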
# Hsp90 Hop PPI – qHTS Assay for Disrupters of an Hsp90 Co-Chaperone Interaction. Potency, µM (top dose mostly 57 µM), inactives show at the highest dose activity change, negative = inhibition. Hsp90 C-terminal peptide / TPR2A (Hop) interaction, human. AlphaScreen TPR2A-His6 binding biotin-Hsp90 C-terminal peptide. actives 0.44% (n = 71,000); active = well fitted curve in either direction with a large enough effect; inconclusive = small, poorly fitted or top-dose-only effect, or another doubt; also: potency is read from the fitted curve at half-maximal effect; % is scaled to controls: 0 for no effect and ±100 for the full control effect; many of its hits are not listed in these tables
# HBB splice mod – qHTS Assay for Modulators of Hemoglobin Beta Chain Splicing. HBB splicing reporter cell assay, activation; EGFP reporter with mutant IVS2-654 intron; response scale: normalised to 500 nM splice-correcting PNA. Potency, µM (highest dose often 46.1 µM), without a hit: top-dose activation, actives largely listed as activators. actives 0.06% (n = 65,000). AID 925, 2007; also: potency is read from the fitted curve at half-maximal effect; 0% is about no effect
#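 HeLa cells stably expressing EGFP interrupted by mutant beta-globin intron 2 (IVS2-654), 500/well in 2% FCS. Treated with compound for 2 days at 37C. Splicing correction scored as total well GFP intensity (488 nm excitation, 500-520 nm emission); 500 nM antisense PNA served as control.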
# ERK AVP block – qHTS Assay for Inhibitors of the ERK Signaling Pathway using a Homogeneous Screening Assay; HEK293-V1b, vasopressin-stimulated pERK AlphaScreen; Potency, µM (series often up to 57.5 µM), inactives show top-dose activity, negative = inhibition, hits mostly inhibitors; actives 0.99% (n = 72,000); also: potency is read from the fitted curve at half-maximal effect; % is scaled to controls: 0 for no effect and ±100 for the full control effect; nearly all actives have a fitted effect of over 55% in size
#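 HEK293 cells stably expressing V1b receptor, seeded overnight in 1% FBS, were treated with compounds for 30 min at 37C, then stimulated 5 min with 25 nM vasopressin; phospho-ERK read by AlphaScreen SureFire after lysis.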
# ALOX15 inhib – qHTS Assay for Inhibitors of 15-hLO (15-human lipoxygenase) | Potency, µM (titrated, usually from 57.1 µM), for inactives: top-dose activity change, negative = inhibition, hits mostly inhibitors | actives 1.4% (n = 74,000) | purified 15hLO-1, xylenol orange hydroperoxide absorbance | AID 887, 2007; also: potency is read from the fitted curve at half-maximal effect; % is scaled to controls: 0 for no effect and ±100 for the full control effect; nearly all actives have a fitted effect of over 55% in size
#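 Purified human 15hLO-1 (40 nM) in 25 mM Hepes pH 7.5, 0.01% Triton X-100, preincubated 15 min RT with compound, then 50 uM arachidonic acid for 6 min. Hydroperoxide read by ferrous/xylenol orange, 30 min; 573/405 nm absorbance ratio gave progress.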
# DNA Pol III inh – qHTS Assay for Inhibitors of DNA Polymerase III Holoenzyme System; AID 603, 2007; Potency, µM (titrated, usually from 57.1 µM), for the others: top-dose activity change, negative = inhibition; reconstituted DNA polymerase III holoenzyme replication, biochemical; actives 0.25% (n = 71,000); also: potency is read from the fitted curve at half-maximal effect; % is scaled to controls: 0 for no effect and ±100 for the full control effect
#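 Reconstituted *E. coli* holoenzyme (0.35 nM Pol III, 1 nM beta, 154 nM SSB, 2 nM primase) was preincubated with compound for 15 min at RT. Synthesis on 1.4 nM ssM13Gori ran 35 min, then was stopped with PicoGreen/EDTA and read as dsDNA fluorescence.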
# Ub-GFP proteasome – Ubiquitin-GFP Assay | Potency, µM (top dose mostly 45.9 µM), for inactives: at the highest dose activation (GFP accumulation), hits mostly activators | Ubiquitin-GFP reporter cells, proteasome inhibition, GFP fluorescence; response scale: untreated = 0%, 10 µM MG-132 = 100% | 67,000 tested, under 10 active; active = well fitted activation curve with a large enough effect, not every such curve was filed as active; inconclusive = small, poorly fitted or top-dose-only effect, or another doubt; inactive = no such curve, though single readings can be large or run the other way; also: potency is read from the fitted curve at half-maximal effect
#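 U2OS cells stably expressing ubiquitin(G76V)-GFP, seeded overnight in 0.5% FBS medium, were exposed to compounds (qHTS, 46 uM to 2.9 nM) for 4 hr at 37 °C. GFP-positive cells were counted by laser cytometry (488 ex/515 em), normalized between basal and 10 uM MG-132.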
# Tau fil binding – qHTS Assay for Tau Filament Binding; recombinant tau filaments, thioflavin S fluorescence, 15 h; filaments grown with octadecylsulfate alongside compound; Potency, µM (titrated, usually from 57.1 µM), inactives show at the highest dose activity change, negative = inhibition; actives 2% (n = 71,000); AID 596, 2007;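 also: potency is read from the fitted curve at half-maximal effect; % is scaled to controls: 0 for no effect and ±100 for the full control effect; actives lower thioflavin S fluorescence by blocking filaments or displacing dye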
# Target sequence (P10636 whole entry, looked up): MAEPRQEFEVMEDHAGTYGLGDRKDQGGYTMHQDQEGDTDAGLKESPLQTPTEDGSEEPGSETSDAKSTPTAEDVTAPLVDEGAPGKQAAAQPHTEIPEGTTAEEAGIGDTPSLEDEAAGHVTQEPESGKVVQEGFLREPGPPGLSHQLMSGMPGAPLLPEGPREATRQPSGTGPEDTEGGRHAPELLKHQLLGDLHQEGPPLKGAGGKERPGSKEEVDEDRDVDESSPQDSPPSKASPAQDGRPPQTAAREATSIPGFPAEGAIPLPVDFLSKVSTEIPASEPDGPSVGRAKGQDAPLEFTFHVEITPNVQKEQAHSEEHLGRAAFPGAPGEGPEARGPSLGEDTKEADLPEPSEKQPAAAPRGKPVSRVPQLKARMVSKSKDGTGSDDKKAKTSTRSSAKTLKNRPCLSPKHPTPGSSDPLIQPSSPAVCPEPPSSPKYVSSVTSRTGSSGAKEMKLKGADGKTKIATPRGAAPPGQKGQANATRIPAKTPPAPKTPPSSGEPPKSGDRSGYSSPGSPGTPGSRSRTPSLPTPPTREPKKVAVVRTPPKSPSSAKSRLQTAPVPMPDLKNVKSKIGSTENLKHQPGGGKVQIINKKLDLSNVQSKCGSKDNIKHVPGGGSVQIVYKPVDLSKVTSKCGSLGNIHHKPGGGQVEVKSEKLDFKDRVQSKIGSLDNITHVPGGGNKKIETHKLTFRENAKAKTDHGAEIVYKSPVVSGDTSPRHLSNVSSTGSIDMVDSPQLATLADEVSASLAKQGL
#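 Quantitative HTS: thioflavine S signal from ODS-induced tau filaments, excited at 450 nm, emission 510 nm. Conditions: 1 uM tau, 30 uM ODS, 15 h at 37 C, pH 7.4.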
# FLuc inh – qHTS Assay for Inhibitors of Firefly Luciferase; Luciferin 4-monooxygenase (Photinus pyralis), P08659; purified firefly luciferase, luminescence, 8 min; Potency, µM (highest dose often 57.1 µM), inactives show at the top dose activity change, negative = inhibition, most hits filed as inhibitors; actives 2.2% (n = 72,000); also: potency is read from the fitted curve at half-maximal effect; % is scaled to controls: 0 for no effect and ±100 for the full control effect; nearly all actives have a fitted effect of over 40% in size
#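 Substrate buffer containing 10 uM ATP (pH 7.2 imidazole, Mg2+, KCl, detergent, BSA) is dispensed, compound pinned in, then luciferase/luciferin detector mix added. After 8 min at ambient temperature, light output is measured.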
# * marks the source's active call; other numbers are inactive results; i = inactive; u = inconclusive; x = no result given; [ ] = another dose, or the depositor's remark. Unless noted, calls follow the shape of the dose curve; as a rule, active = well fitted curve in the direction sought with a large enough effect; inconclusive = small, poorly fitted or top-dose-only effect, or another doubt; inactive = no such curve, though single readings can be large; an effect the other way counts as inactive or inconclusive. This is a subset; count on the stated rates, not on these rows.
mol	Epigenetic mod	HADH2 inh	CRE Fsk mod	Hsp90 Hop PPI	HBB splice mod	ERK AVP block	ALOX15 inhib	DNA Pol III inh	Ub-GFP proteasome	Tau fil binding	FLuc inh
O=C(CN1CCSCC1)N1CCc2[nH]c3ccc(Br)cc3c2C1	2%	10%	u	-12%	-0.7%[1.84 µM]	u	-15%	0%	-4%	8%	0%
COCCOC(=O)C1=C(C)N=C2SCCC(=O)N2C1c1cccc(Br)c1 (centres undefined)	5%	-5%	11%	-4%	-2.8%	-4%	-1%	4%	3%	7%	-1%
c1ccc2c[n+](CCCC[n+]3ccc4ccccc4c3)ccc2c1	0%[9.22 µM]	-4%[11.4 µM]	1%[7.6 µM]	-3%[11 µM]	2.0%[9.22 µM]	11%[11.5 µM]	3%[11.4 µM]	-12%[11.4 µM]	6%[9.17 µM]	3.2µM*	2%[11.4 µM]
CCCc1cn(S(=O)(=O)c2ccc(OC)cc2OC)nc1N	-2%	-5%	22%	-2%	1.0%	u	2%	5%	2%	2%	-4%
COc1cccc(C2=CC(c3ccc(C)cc3)n3ncnc3N2)c1 (centres undefined)	2%	15%	u	4%	0.2%[1.84 µM]	1%	-12%	4%	-6%	i	-1%
COCCNC(=O)CN1CCN(C(c2ccccc2)c2ccccc2)CC1	-1%	-2%	u	-2%	-0.1%[57.5 µM]	-4%	4%	3%	-7%	i	-3%
O=C(NCc1ccc2c(c1)OCO2)c1ccc2c(=O)n(C3CCCC3)c(=O)[nH]c2c1	-1%	-10%	56%	-4%	-1.4%	21%	4%	3%	-14%	127%	2%
CC(=O)N1CCC2(CCCN(C(c3ccccc3)c3ccccc3)C2)CC1	-5%[9.22 µM]	7%	u	-2%	3.8%	14%	7%	-6%	-13%	21%	0%[11.4 µM]
O=C(CCCCCNc1nc(=S)[nH]c2ccccc12)N1CCN(c2ccccn2)CC1	-1%	u	u	-4%	-2.7%	13µM*	-19%	-3%	0%	-6%	-3%
Cc1ccc(C)c(NC(=O)C2CC(O)CN2C(=O)OCc2ccccc2)c1 (centres undefined)	-4%	10%[11.4 µM]	u	-3%[11 µM]	-1.1%[0.0738 µM]	-22%	-5%[11.4 µM]	1%[11.4 µM]	-5%[9.17 µM]	12%[11.4 µM]	2%
CCOC(=O)N1CCN(c2c(NCCCOC(C)C)c(=O)c2=O)CC1	x	-7%	-1%	-5%[2.3 µM]	1.3%	-11%	-3%	-2%	-5%	0%	2%
COc1ccc(C)cc1-n1nnnc1SCC(=O)NC(=O)NCc1ccco1	-1%	-9%	-9%	-4%	-0.2%[57.5 µM]	-6%	-27%	3%	6%	0%	1%
Cc1ccc(CNc2nc3c([nH]2)c(=O)n(C)c(=O)n3C)cc1	0%	3%	8%	-1%	3.7%	13%	9%	-3%	9%	1%	0%
COc1ccccc1N(CN1CCCC1=O)C(=O)COc1ccccc1	-4%	3%	-26%	-3%	-3.5%	24%	3%	0%	-14%	-6%	0%
O=C(CSc1nc(-c2ccccc2)nc2c1CCCC2)N1CCOCC1	-1%	9%	1%	-8%	-0.8%	-9%	6%	-3%	-9%	-19%	2%
COc1ccc(C(C)=O)cc1COC(=O)c1cc(C)oc1C	-2%	-6%	u	5%	-2.1%[0.369 µM]	u	-17%	2%	x	0%	3%
CCN(CC)C(=O)CN(C#N)c1nc(OC)nc(N(C)C)n1	-1%	6%	3%	0%	x	-2%	2%	5%	0%	6%	0%
Cc1cc(C)nc(SC2=CS(=O)(=O)c3ccccc32)n1	0%	0%	-10%	0%	0.9%	-3%	14%	-2%	-4%	0%	2%
COC(=O)C1=C(C)NC2=C(C(=O)CCC2)C1c1coc2ccccc2c1=O (centres undefined)	-2%	-2%	-2%	-4%	-0.5%	3%	-1%	2%	17%	-4%	1%
O=C1c2ccccc2C(=O)N1Cc1nc2ccccc2c(=O)n1CCN1CCOCC1	4%	5%	9%	-1%	-0.1%	-4%	5%	-9%	3%	-10%	2%
Cc1ccc(-c2cc(C(=O)NCC3CCCO3)no2)cc1 (centres undefined)	-5%	-1%	5%	-5%	0.5%	-1%	-2%	0%	7%	2%	13µM*
CCc1ccc(OCC(=O)N(C)C2CCS(=O)(=O)C2)cc1 (centres undefined)	-2%	0%	-1%	-3%	0.3%[57.5 µM]	-13%	5%	-4%	-3%	-1%	3%
O=C(O)C1Nc2c(O)cccc2C2C=CCC12 (centres undefined)	0%	13µM*	u	25µM*	2.8%[57.5 µM]	u	u	3.2µM*	3%	13µM*	-8%
Cc1c(C(=O)NCc2ccco2)sc2nc(-c3ccccc3)cn12	x	6%	u	-9%	-0.6%	x	-7%	-11%	10%	24%	u
COc1ccc(NS(=O)(=O)c2ccc3c(c2)oc(=O)n3C)c(OC)c1	x	6%	-1%	0%	-0.4%	x	0%	-6%	-7%	3%	0%
CCn1nnnc1-c1ccc(OC)c(S(=O)(=O)N2CCCCC2)c1	-2%	15%	-10%	-4%	2.3%[57.5 µM]	-9%	4%	-9%	-3%	-7%	1%
CCOC(=O)c1c(-c2ccccc2)c(C(C)=O)c(=O)n(C)c1C	x	-3%	4%	-1%[2.3 µM]	-0.1%	-6%	12%	-1%	0%	7%	-2%
CC1CCCC(C)N1CCNC(=O)Cn1nc(-c2ccccc2)ccc1=O (centres undefined)	0%	8%	0%	-4%	0.3%	-9%	5%	-4%	-4%	-3%	0%
COc1cccc(C(CC(=O)NCC2CCCO2)NS(=O)(=O)c2ccc(C)cc2)c1OC (centres undefined)	2%	6%	-14%	1%	0.4%	15%	-2%	-4%	9%	11%	2%
O=C(Cc1cccs1)Nc1ccc2c(c1)C(=O)OC2	-3%	7%	-7%	49%	x	21%	3%	2%	3%	-15%	-3%
CS(=O)(=O)NCCCc1ccccc1	-2%	4%	-8%	0%	-0.5%[9.22 µM]	-10%	5%	1%	-2%	15%	2%
Cc1ccc(S(=O)(=O)NC(CN2CCOCC2)=NCCNS(=O)(=O)c2ccccc2)cc1	-5%	-2%	u	0%	-0.7%	6%	-1%	4%	-9%	6%	4%
c1cc(CSSCc2ccncc2)ccn1	-2%[9.22 µM]	u	-6%[7.6 µM]	0%[11 µM]	0.8%[9.22 µM]	8%[11.5 µM]	-24%[11.4 µM]	8%[11.4 µM]	7%[9.17 µM]	0%[11.4 µM]	0%[11.4 µM]
CCOC(=O)C1CCCN(S(=O)(=O)c2ccc(Br)c(OC)c2)C1 (centres undefined)	3%	-4%	5%	7%	-2.6%	14%	9%	7%	14%	-9%	1%
CCN(Cc1cc2ccc(C)cc2[nH]c1=O)C(=O)c1ccncc1	-2%	-3%	-10%	1%	3.8%[1.84 µM]	-6%	-5%	-1%	14%	-6%	0%
O=C(Nc1cccc(F)c1)N1CCC2(CC1)CCN(C(=O)c1ccncc1)CC2	5%[9.22 µM]	5%	1%	-3%	-0.5%	-5%	5%	-8%	2%	-1%	0%[11.4 µM]
COc1ccc(Cl)cc1S(=O)(=O)N1CCN(C(=O)c2ccco2)CC1	-3%	7%	-5%	0%	-1.8%	-7%	-2%	-6%	0%	-1%	1%
COc1ccc(Cn2nnnc2C(c2ccccc2Cl)N2CCN(C)CC2)cc1 (centres undefined)	0%	17%	-6%	2%	x	6%	-4%	0%	-1%	-7%	0%
Cc1cccc2cc(COC(=O)c3ccco3)c(=O)[nH]c12	2%	5%	11%	-4%	2.6%[57.5 µM]	-19%	-3%	0%	-2%	0%	2%
